Screening results from PubChem BioAssay.
TLR9-MyD88 inh – TLR9-MyD88 interaction inhibition; Q9NR96+Q99836; CHO BLA complementation TLR9-MyD88, CCF4 FRET ratio; inhibition, % at 4.98 µM; actives 0.21% (n = 340,000); AID 504734;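 active means inhibition above the mean over all tested compounds plus 3 SD, cut at about 21% in these data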;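 further: 0% = DMSO only wells and 100% = clavulanate BLA inhibitor control wells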
NR5A2 inv ag – suppresses constitutive activity of human LRH-1. HEK293T StAR-luciferase reporter, LRH-1 transfected, 24 h. inhibition, % at 3.6 µM. actives 0.13% (n = 360,000). AID 602396;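 active means inhibition above the mean inhibition of all tested compounds plus 3 SD, cut at about 73% in these data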;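 further: 0% = DMSO wells and 100% = reporter-only cells lacking LRH-1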
NOD2 RIPK2 PPI – blocks binding of human NOD2 to RIPK2; inhibition, % at 4.98 µM; actives 0.38% (n = 360,000); CHO BLA complementation NOD2-RIPK2, CCF4 ratio; AID 624267; in the data active means inhibition above about 21%;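 further: 0% = vehicle only and 100% = reference blocker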
COUP-TFII inh – NR2F2 (human) inhibition, primary screen; HEK293T NGFI-A luciferase reporter, luminescence; inhibition, % at 8.6 µM; actives 0.7% (n = 370,000); AID 686940;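 active means inhibition above a per-plate cutoff, mean inhibition of test wells between control levels plus 3 SD, cut at about 38% in these data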;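 further: cells cotransfected with COUP-TFII expression vector driving the NGFI-A reporter; 0% = median of COUP-TF2 test wells and 100% = reporter-only cells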
EBV LMP1 NFkB – inhibitors of Epstein-Barr LMP1-induced NF-kappaB reporter. AID 504558. LMP1-induced NF-kappaB luciferase reporter cells, luminescence. inhibition, % at 12.5 µM. actives 0.69% (n = 350,000); in the data active means inhibition above about 41%;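 further: 0% = neutral control wells and 100% = reference inhibitor control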
SRC2 inh – inhibits human steroid receptor coactivator 2 | HEK293 GAL4-SRC2 luciferase reporter, luminescence | actives 0.17% (n = 370,000) | AID 651957 | inhibition, % at 9 µM;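 active means inhibition above the mean inhibition of all tested compounds plus 3 SD, set per campaign, cut at about 52% in these data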;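 further: 0% = DMSO treated cells and 100% = cells given Gossypol at 36 µM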
Target sequence (Q15596 whole entry, looked up, the tested form may be a part): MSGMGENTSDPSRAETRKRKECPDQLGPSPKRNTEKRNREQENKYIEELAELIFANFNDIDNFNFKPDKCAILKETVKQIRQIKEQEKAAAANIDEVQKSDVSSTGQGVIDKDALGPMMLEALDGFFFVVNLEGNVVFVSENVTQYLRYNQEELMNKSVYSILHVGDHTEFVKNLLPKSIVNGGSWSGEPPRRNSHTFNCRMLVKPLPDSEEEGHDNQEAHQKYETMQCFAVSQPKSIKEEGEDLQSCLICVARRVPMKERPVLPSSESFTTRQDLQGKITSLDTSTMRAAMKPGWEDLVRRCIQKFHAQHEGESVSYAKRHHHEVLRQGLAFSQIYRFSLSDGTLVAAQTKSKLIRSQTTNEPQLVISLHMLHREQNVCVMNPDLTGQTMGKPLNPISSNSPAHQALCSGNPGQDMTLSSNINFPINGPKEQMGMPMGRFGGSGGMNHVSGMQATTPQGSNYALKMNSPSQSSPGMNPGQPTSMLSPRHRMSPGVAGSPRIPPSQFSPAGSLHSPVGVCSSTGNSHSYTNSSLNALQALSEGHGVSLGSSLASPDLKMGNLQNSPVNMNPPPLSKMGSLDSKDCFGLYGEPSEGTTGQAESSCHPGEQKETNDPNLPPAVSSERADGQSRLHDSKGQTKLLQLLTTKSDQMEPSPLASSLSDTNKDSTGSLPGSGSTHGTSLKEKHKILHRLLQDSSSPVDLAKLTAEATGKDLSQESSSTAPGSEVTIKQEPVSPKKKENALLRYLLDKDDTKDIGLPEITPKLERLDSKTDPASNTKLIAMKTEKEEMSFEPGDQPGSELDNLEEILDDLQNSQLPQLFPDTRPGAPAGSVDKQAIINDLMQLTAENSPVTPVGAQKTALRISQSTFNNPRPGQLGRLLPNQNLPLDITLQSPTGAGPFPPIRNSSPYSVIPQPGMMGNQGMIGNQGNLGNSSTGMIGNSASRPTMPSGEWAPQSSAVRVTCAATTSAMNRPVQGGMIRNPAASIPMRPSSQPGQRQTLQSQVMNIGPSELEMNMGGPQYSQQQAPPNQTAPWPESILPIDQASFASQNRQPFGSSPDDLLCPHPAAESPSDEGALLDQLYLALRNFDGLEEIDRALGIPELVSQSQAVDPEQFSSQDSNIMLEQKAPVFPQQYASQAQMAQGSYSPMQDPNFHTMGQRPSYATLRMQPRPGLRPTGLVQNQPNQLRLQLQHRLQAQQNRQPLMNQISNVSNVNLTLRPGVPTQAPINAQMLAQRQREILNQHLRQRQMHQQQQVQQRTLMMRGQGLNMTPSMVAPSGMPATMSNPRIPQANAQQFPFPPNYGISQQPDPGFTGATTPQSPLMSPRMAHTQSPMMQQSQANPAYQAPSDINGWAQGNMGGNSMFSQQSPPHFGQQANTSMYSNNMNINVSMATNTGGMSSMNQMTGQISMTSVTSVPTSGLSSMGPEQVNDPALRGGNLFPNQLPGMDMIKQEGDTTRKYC
TROY signal inh – blocks TROY-dependent signaling in reporter cells; Q293 LMP1-TROYcd NF-kB luciferase reporter, 4 h; inhibition, % at 10 µM; actives 0.98% (n = 360,000); AID 1347056;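 active means compounds whose plate-normalised and pattern-corrected inhibition of the luciferase reporter signal at the single screening dose is 50% or more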
NCOA3 inh – inhibitors of human steroid receptor coactivator 3 (SRC3) | actives 0.17% (n = 360,000) | inhibition, % at 3.6 µM | HEK293 GAL4-SRC3 luciferase reporter, luminescence;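 active means inhibition above a per-campaign cutoff, the mean of all compounds plus 3 SD, cut at about 60% in these data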;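 further: 0% = DMSO-treated cells and 100% = gossypol-treated cells at 36 µM; higher means less SRC3-driven luciferase light from the GAL4 reporter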
Vif inh – blocks HIV Vif function. HEK293T cells, Vif self-association by quenched fluorescence, imaging, 24 h. inhibition, % at 7.49 µM. actives 0.35% (n = 340,000); in the data active means inhibition above about 50%, passing the limit was not always enough; further: some results filed as inactive read as strong as hits
TRAIL sens C8 – sensitizes caspase-8 expressing cells to TRAIL; AID 624354; inhibition (viability loss, TRAIL sensitization), % at 10 µM; actives 1% (n = 360,000); NB7+C8 cells + TRAIL, ATPlite viability luminescence;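 active means compounds causing at least 50% loss of cell viability in the single-dose screen, relative to plate controls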
SRC1 inh – human NCOA1 inhibition; actives 0.12% (n = 360,000); inhibition, % at 3.6 µM; Q15788; HEK293 GAL4-SRC1 luciferase reporter, luminescence;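 active means inhibition above the campaign mean plus 3 SD, with each screening campaign given its own cutoff, cut at about 60% in these data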;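 further: 0% = DMSO treated cells and 100% = gossypol at 36 µM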
* = called active by the depositor; nt = not tested or not shown. This is a subset; the hit share may differ from the screen's.

Sequence of screens: TLR9-MyD88 inh	NR5A2 inv ag	NOD2 RIPK2 PPI	COUP-TFII inh	EBV LMP1 NFkB	SRC2 inh	TROY signal inh	NCOA3 inh	Vif inh	TRAIL sens C8	SRC1 inh
CCOC(=O)C1CCCN(C(=O)CNS(=O)(=O)c2ccc(Br)s2)C1 (centres undefined)
 : 4	-25	-4	10	-1	-11	-2	7	8	-6	9
Cc1cc(C)nc(SCC(=O)OC(C)C(=O)Nc2ccccc2)n1 (centres undefined)
 : 0	0	0	-6	0	-18	7	-19	3	-5	-8
CCOC(=O)/C(C#N)=C/c1ccc(N2CCN(C)CC2)cc1
 : -7	4	-10	-3	-1	-8	-76	-6	-1	10	-1
O=C(CNC(=O)c1ccc2c(c1)OCCO2)N/N=C/c1cccc(Br)c1
 : 7	0	-2	-9	4	5	17	9	18	-13	3
CC(C)(C)N1CC23C=CC(C[C@@H]2C1=O)O3 (some centres undefined)
 : -6	-2	3	-14	-8	-27	3	6	-2	-4	0
CCNC(=O)C1(C)CCN(C(=O)c2c(F)ccc(C)c2F)C1 (centres undefined)
 : nt	-4	-6	1	nt	-14	2	-3	nt	-1	8
COc1ccc(C(=O)N2CCC(C)(C(=O)NS(=O)(=O)C3CC3)C2)cc1 (centres undefined)
 : nt	8	5	-1	nt	-23	3	-14	-5	-9	-24
O=C(CSc1ccc([N+](=O)[O-])cc1)Nc1cccc(S(=O)(=O)N2CCOCC2)c1
 : 11	23	41*	13	3	3	7	-7	-3	5	5
O=C(CN1CCN(CC(=O)Nc2ccc(-c3ccccc3)cc2)CC1)Nc1ccc(F)cc1
 : 0	4	4	16	-6	11	-9	12	-1	-4	-12
Nc1nc(C2CC2)c(Sc2sc(N)nc2C2CC2)s1
 : 10	24	4	1	-19	-22	16	-35	2	23	-21
CSc1nnc(CNC(=O)C23CC4CC(CC(C4)C2)C3)n1Cc1ccccc1
 : 5	-6	3	-2	-3	11	-10	21	-3	-15	7
Cc1ccc(NC(=O)c2ccc3c(=O)n4c(nc3c2)CCC4)cc1S(=O)(=O)N(C)C
 : 0	12	1	-10	9	-7	4	6	nt	21	-8
COc1ccc(C(CNC(=O)c2ccc(Cl)s2)N2CCOCC2)cc1 (centres undefined)
 : 2	-7	-6	9	-9	9	-15	3	-1	1	0
O=C(CN(c1ccc(F)cc1)S(=O)(=O)c1ccc2c(c1)OCCO2)Nc1ccc2c(c1)OCO2
 : -8	-3	-4	10	-8	18	-1	-9	-13	-4	-19
COc1cccc(C(=O)Nc2cccc(-c3ccc(N4CCOCC4)nn3)c2)c1
 : 3	-73	-2	-11	-7	-10	-34	-44	nt	42	-5
COc1ccccc1C(=O)NC(=O)COC(=O)/C(=C/c1ccccc1)NC(C)=O
 : -10	12	-15	-13	-2	-13	17	9	2	-8	-24
Cc1ccc(-c2cccc(=O)o2)cc1
 : nt	-3	-11	-13	nt	-13	nt	nt	nt	6	nt
COc1ccccc1OCCNC(=O)C(CCSC)NC(=O)COc1ccccc1 (centres undefined)
 : -1	19	4	0	-1	-8	-9	30	-7	-4	0
O=C(OCCCc1ccncc1)c1ccc(S(=O)(=O)N2CCOCC2)cc1
 : 8	7	-4	3	3	-3	-9	22	21	-6	-2
O=C(CSc1nnc2c(n1)[nH]c1ccccc12)Nc1ccc(N2CCOCC2)cc1
 : 1	9	-2	1	-2	16	-24	-14	-7	-13	-20
C/C(CC(=O)NCc1ccco1)=N\NC(=O)c1ccc([N+](=O)[O-])cc1Cl
 : 3	4	-9	13	-4	-12	5	-1	-1	-8	0
O=C(CN1CCN(CCC(=O)Nc2ccccc2F)CC1)Nc1ccc(Cl)cc1
 : -3	8	-10	1	0	10	-15	9	-7	-7	8
CC1(C)CC(=O)C2=C(C1)Nc1[nH]n(-c3ccccc3)c(=O)c1C2c1ccc2c(c1)OCO2 (centres undefined)
 : -11	1	-11	-2	-3	13	-3	5	6	-11	11
O=c1c2ccccc2ncn1-c1ccc(Cl)c(Cl)c1
 : -1	-13	-9	10	-18	-26	-76	-5	nt	-2	-12
Cc1ccc2nc(-c3ccc(NC(=O)Cc4cccs4)cc3)[nH]c2c1
 : 2	-123	-4	-20	-38	-24	-60	-71	34	18	-102
CC(C)(C)C(=O)Nc1ccnn1C1CCN(C(=O)c2ccc(Cl)cc2F)CC1
 : -6	-1	-5	8	-7	8	-7	28	-4	-7	11
Cc1cc(C)n(-c2ccc3nnc(C)n3n2)n1
 : -3	-1	0	-20	-6	-50	-14	-5	-13	11	-7
COc1ccc(S(=O)(=O)N(C)C[C@@H]2Oc3ccc(NS(C)(=O)=O)cc3C(=O)N([C@@H](C)CO)C[C@H]2C)cc1
 : 5	5	5	-2	2	-13	0	-22	-2	-6	5
CCC(=O)c1ccc(OC(=O)C2CCN(C3=NS(=O)(=O)c4ccccc43)CC2)cc1
 : -2	31	8	-6	11	11	-15	28	1	3	-1
COc1ccccc1CNC(=O)C(=O)NCC1OCCCN1S(=O)(=O)c1cccs1 (centres undefined)
 : -9	-4	2	17	0	1	6	4	2	-25	-9
CC(=O)c1c(C)n(-c2cccc(Cl)c2)c2ccc(O)cc12
 : 2	28	4	6	35	9	13	12	4	-12	21
CC(=O)c1ccccc1OCC(O)CN1CCN(c2ccccn2)CC1 (centres undefined)
 : -1	4	-11	13	-7	-4	-30	8	12	7	16
CC(=O)Oc1cc(C(=O)OCC(=O)NC23CC4CC(CC(C4)C2)C3)cc(OC(C)=O)c1OC(C)=O
 : -15	-20	-3	3	-6	6	-28	-36	67*	11	-4
O=C(Nc1ccnn1C1CCN(Cc2ccc(CO)o2)CC1)c1ccccc1Cl
 : 4	-18	-1	4	-6	-7	-10	-4	8	-1	-1
COc1ccccc1NC(=O)C(C)NC(c1ccccc1)c1ccccc1 (centres undefined)
 : -10	-4	-8	-5	-12	15	-20	8	2	-6	23
Cc1cccc(NC(=O)CCC2CCN(Cc3nccs3)CC2)c1
 : 1	8	-7	16	-15	-12	-3	0	2	-5	4
COc1cc(NS(=O)(=O)c2ccc(F)cc2)c(C(=O)O)cc1OC
 : -11	3	8	6	0	-9	-5	10	-2	-2	-6
COc1ccc(-c2oc(=O)c3cc(OC)c(OC)cc3c2C#C[C@]2(O)CC[C@H]3[C@@H]4CCc5cc(OC)ccc5[C@H]4CC[C@@]32C)cc1
 : -8	3	-11	-14	-1	22	-5	-18	-3	31	-10
Cc1ccc(C(=O)OCC(=O)c2ccccc2)cc1
 : 1	-140	-4	-48	-27	-79	12	-83	-8	16	-99
COCC(C)n1c(SCC(=O)NC(=O)NC2CCCC2)nc2ccccc2c1=O (centres undefined)
 : 15	-1	3	21	7	13	7	17	-3	1	-8
O=C(NN1C(=O)C2C3C=CC(O3)C2C1=O)c1cccc(Br)c1 (centres undefined)
 : 14	13	-5	18	-2	-10	-2	3	1	2	-8
COc1ccc(CNC(=S)Nc2cccc(F)c2)cc1
 : -1	-7	-1	-9	1	-25	-13	1	1	2	-9
CC1=NN(C(C#N)c2ccccc2C)C(c2ccccc2)C1 (centres undefined)
 : -18	-1	5	-30	-13	1	15	6	9	-10	-4
COc1ccc(OCC(=O)NNC(=O)c2cccs2)cc1
 : 4	-4	-7	-22	6	9	7	5	24	22	-14
Cc1ccc(N2C(N)=NC(N)=NC23CCCC3)c(C)c1
 : -1	2	0	2	-2	-2	9	11	-5	12	-8
O=C1NC2(Nc3ccccc31)C(=O)Nc1ccc(Br)cc12 (centres undefined)
 : 5	10	-7	-12	4	-36	-16	5	-7	-9	10
CC(=O)Nc1ccc(N(C(=O)c2ccco2)C(C(=O)NC2CCCCC2)c2ccccc2)cc1 (centres undefined)
 : -5	4	2	16	-11	28	22	-11	-4	1	-7
CC1CCN(c2ccc(-c3cccc(NC(=O)c4ccco4)c3)nn2)CC1
 : 1	-97	3	-20	18	-73	22	-83	-10	86*	-64
COc1ccc([C@H]2C[C@@H](O)[C@H](n3cc(COC(=O)c4ccccc4)nn3)CN2Cc2cccs2)cc1
 : 0	-9	3	0	-3	-13	-2	-7	1	0	3
Cc1cc(C)cc(NCc2cc(=O)oc3cc(C)c(O)cc23)c1
 : -6	-5	-4	-1	-2	1	29	5	-9	-10	-12

(more compounds)
Sequence of screens: TLR9-MyD88 inh	NR5A2 inv ag	NOD2 RIPK2 PPI	COUP-TFII inh	EBV LMP1 NFkB	SRC2 inh	TROY signal inh	NCOA3 inh	Vif inh	TRAIL sens C8	SRC1 inh
CCNc1cc(Nc2c(C)n(C)n(-c3ccccc3)c2=O)c([N+](=O)[O-])c2nonc12
 : -4	-13	-7	-20	3	6	5	-2	-7	9	3
C=CCN(c1ccccc1)S(=O)(=O)c1cccc(C(=O)NCC2CCCO2)c1 (centres undefined)
 : -2	4	-1	5	-1	12	-1	6	nt	-12	8
O=C(OCc1cn([C@@H]2CN(C(=O)c3cccs3)[C@@H](c3ccccc3)C[C@H]2O)nn1)c1ccccc1
 : -6	-18	-2	9	5	-13	-21	-17	0	35	16
C#CCNC(=O)C1=C[C@@H](c2ccc3c(c2)OCO3)C[C@@H](OCCCCO)O1
 : -4	-9	1	-1	2	-22	-20	-4	36	-6	1
CCc1nc2ccccc2c(C(=O)OCC(=O)N(C)Cc2ccccc2)c1C
 : -1	23	-13	8	6	4	-6	2	nt	-2	2
Cc1cc(C2=NNC(=NCCc3ccccc3)SC2)c(C)n1CC1CCCO1 (centres undefined)
 : -13	-15	1	-12	3	-26	14	-16	14	-1	-39
